mHTT CaM bind: mutant huntingtin-calmodulin interaction inhibitors – biochemical, AlphaScreen, primary screen | 190,000 tested, 3.6% active | AlphaScreen His-mHTT/GST-CaM binding, luminescence | inhibition, % at 15 µM | AID 1671202, 2021 | P42858;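 also: 0% = both proteins with DMSO and 100% = one protein alone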
Target sequence (P42858 whole entry, looked up, stated change not applied): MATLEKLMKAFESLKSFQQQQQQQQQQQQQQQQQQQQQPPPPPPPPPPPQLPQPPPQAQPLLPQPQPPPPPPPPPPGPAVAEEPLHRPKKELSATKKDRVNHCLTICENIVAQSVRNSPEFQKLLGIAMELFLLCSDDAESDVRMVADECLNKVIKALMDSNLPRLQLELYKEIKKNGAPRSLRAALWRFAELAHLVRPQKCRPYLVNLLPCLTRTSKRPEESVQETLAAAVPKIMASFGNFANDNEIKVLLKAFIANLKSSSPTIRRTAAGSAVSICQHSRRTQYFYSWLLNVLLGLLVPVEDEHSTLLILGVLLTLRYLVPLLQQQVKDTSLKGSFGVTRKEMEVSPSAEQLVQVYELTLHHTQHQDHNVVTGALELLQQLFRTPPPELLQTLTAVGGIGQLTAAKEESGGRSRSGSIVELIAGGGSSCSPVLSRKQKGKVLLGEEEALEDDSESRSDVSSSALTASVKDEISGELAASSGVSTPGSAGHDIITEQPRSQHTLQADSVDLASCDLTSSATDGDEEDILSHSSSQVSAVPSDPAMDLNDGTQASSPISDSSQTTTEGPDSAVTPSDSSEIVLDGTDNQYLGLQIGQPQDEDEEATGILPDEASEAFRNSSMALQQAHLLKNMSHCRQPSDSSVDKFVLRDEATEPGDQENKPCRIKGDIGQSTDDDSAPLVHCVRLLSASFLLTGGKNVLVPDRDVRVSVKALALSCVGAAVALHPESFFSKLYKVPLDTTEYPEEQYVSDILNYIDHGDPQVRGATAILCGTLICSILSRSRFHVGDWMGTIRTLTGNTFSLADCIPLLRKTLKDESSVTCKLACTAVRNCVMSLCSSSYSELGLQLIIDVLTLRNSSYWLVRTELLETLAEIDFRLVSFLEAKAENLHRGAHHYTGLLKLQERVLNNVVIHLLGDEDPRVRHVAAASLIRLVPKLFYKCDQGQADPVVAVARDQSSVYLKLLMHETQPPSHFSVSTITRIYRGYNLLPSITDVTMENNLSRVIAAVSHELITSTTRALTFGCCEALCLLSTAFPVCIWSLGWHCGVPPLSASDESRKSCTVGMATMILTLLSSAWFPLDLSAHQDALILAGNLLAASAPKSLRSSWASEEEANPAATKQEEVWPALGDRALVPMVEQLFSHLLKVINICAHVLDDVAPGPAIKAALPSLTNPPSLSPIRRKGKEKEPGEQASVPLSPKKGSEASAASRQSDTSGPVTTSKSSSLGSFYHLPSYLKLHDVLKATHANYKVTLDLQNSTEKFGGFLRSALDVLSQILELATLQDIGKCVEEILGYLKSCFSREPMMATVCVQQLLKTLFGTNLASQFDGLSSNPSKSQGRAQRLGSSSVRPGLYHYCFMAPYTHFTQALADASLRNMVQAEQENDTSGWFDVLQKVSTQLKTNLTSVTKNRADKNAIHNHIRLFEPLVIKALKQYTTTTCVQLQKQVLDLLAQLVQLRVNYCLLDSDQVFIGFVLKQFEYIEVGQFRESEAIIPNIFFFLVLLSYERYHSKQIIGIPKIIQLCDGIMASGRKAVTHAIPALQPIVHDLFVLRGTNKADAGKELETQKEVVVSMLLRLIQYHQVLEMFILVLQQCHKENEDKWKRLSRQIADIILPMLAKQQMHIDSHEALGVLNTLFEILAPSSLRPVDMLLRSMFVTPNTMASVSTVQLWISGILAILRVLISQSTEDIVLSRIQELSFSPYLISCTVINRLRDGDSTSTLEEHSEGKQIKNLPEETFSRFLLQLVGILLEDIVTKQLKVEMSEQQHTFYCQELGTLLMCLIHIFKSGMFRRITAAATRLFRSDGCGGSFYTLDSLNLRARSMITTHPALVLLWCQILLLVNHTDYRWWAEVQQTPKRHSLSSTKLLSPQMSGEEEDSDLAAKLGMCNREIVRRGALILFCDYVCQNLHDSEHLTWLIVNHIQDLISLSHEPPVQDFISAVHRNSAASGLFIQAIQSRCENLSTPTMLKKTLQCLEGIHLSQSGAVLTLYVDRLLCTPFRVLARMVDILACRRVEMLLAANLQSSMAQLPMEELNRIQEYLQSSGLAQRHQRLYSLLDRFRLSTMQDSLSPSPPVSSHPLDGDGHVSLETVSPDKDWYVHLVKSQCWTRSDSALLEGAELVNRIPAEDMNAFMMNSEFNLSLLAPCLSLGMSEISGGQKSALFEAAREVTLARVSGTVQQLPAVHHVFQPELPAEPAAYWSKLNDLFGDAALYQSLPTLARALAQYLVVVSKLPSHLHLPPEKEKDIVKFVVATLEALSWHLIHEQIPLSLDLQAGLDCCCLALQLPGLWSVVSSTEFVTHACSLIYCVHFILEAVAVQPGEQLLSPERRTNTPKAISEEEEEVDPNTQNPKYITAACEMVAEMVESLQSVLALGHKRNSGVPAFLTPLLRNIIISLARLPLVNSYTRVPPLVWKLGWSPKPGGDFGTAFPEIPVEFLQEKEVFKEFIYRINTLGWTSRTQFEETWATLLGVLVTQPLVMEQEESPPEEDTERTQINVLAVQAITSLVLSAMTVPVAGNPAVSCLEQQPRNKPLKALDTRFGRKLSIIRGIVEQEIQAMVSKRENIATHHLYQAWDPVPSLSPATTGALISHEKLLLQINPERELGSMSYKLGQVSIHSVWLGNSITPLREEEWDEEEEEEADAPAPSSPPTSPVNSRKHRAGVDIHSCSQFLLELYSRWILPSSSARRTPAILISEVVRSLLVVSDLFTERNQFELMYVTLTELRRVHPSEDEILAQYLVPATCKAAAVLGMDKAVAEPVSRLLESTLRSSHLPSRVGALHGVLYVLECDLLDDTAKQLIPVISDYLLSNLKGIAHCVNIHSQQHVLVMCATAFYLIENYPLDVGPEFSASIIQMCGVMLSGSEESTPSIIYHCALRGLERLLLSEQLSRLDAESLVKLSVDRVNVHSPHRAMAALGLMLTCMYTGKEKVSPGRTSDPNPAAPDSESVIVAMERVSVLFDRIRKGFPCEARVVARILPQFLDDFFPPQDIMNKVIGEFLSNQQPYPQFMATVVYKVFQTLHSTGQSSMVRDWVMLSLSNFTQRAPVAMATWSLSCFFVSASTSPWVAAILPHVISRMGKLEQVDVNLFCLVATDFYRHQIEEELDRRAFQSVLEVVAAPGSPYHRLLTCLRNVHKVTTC
Pf apPOL block: Pf-apPOL inhibitors, biochemical, fluorescence; Plasmodium falciparum apicoplast DNA polymerase (apPOL); Recombinant Pf-apPOL, molecular beacon fluorescence, 1.5 h; inhibition, % at 10 µM; 210,000 tested, 0.25% active; AID 1794808, 2022
Starred values were filed as active, the others as inactive; & = joins results of further samples. Rule as the data show it: active = inhibition above about 50%; inactive = the rest. Not a hit list. About 3.7% of those tested had a hit in this group.

A first look, ten compounds:
How did CCN1CCN(C2=NC(=O)/C(=C\c3ccc(OC)cc3OC)S2)CC1 do in these assays?
mHTT CaM bind: 26; Pf apPOL block: -14

What do the screens show for `O=C(NNc1ccc(F)cc1)c1ccccc1`?
Pf apPOL block: 6&3

How did Cc1nc(-c2ccc(F)cc2)sc1C(=O)NC(C)C do in these assays?
mHTT CaM bind: -3; Pf apPOL block: 0

How did COc1ccc(NC(=O)N2CCC(Cc3ccccc3)CC2)cc1 do in these assays?
mHTT CaM bind: -3; Pf apPOL block: -4

Results for O=C(Nc1ccc(Cl)cc1)Nc1ccc(Br)cn1 ?
mHTT CaM bind: -5; Pf apPOL block: -5

What do the screens show for `CCSc1nnc2c(n1)OC(c1ccc(OC)cc1OC)Nc1ccccc1-2` (stereo not drawn)?
mHTT CaM bind: 4; Pf apPOL block: 6

Results for OCC#CCSc1nc2ccccc2o1 ?
mHTT CaM bind: -2; Pf apPOL block: -7

What do the screens show for `Cc1oc(C(C)C)nc1C(=O)NCc1ccc(C(F)(F)F)cc1`?
mHTT CaM bind: 0; Pf apPOL block: 3

How did Cc1ccccc1CNC(=O)c1nc(-c2oc3ccccc3c2C)no1 do in these assays?
mHTT CaM bind: -28; Pf apPOL block: -1

What do the screens show for `COc1ccc(C(=O)N2CCc3c(nc4cc[nH]n4c3=O)C2)c(C)c1`?
mHTT CaM bind: 2; Pf apPOL block: 2

Main list, previewed entries included:
How did CCN1CCN(C2=NC(=O)/C(=C\c3ccc(OC)cc3OC)S2)CC1 do in these assays?
mHTT CaM bind: 26; Pf apPOL block: -14

What do the screens show for `O=C(NNc1ccc(F)cc1)c1ccccc1`?
Pf apPOL block: 6&3

How did Cc1nc(-c2ccc(F)cc2)sc1C(=O)NC(C)C do in these assays?
mHTT CaM bind: -3; Pf apPOL block: 0

How did COc1ccc(NC(=O)N2CCC(Cc3ccccc3)CC2)cc1 do in these assays?
mHTT CaM bind: -3; Pf apPOL block: -4

Results for O=C(Nc1ccc(Cl)cc1)Nc1ccc(Br)cn1 ?
mHTT CaM bind: -5; Pf apPOL block: -5

What do the screens show for `CCSc1nnc2c(n1)OC(c1ccc(OC)cc1OC)Nc1ccccc1-2` (stereo not drawn)?
mHTT CaM bind: 4; Pf apPOL block: 6

Results for OCC#CCSc1nc2ccccc2o1 ?
mHTT CaM bind: -2; Pf apPOL block: -7

What do the screens show for `Cc1oc(C(C)C)nc1C(=O)NCc1ccc(C(F)(F)F)cc1`?
mHTT CaM bind: 0; Pf apPOL block: 3

How did Cc1ccccc1CNC(=O)c1nc(-c2oc3ccccc3c2C)no1 do in these assays?
mHTT CaM bind: -28; Pf apPOL block: -1

What do the screens show for `COc1ccc(C(=O)N2CCc3c(nc4cc[nH]n4c3=O)C2)c(C)c1`?
mHTT CaM bind: 2; Pf apPOL block: 2

Results for Cc1c(S(=O)(=O)c2ccc(Cl)cc2)csc1C(=O)NNc1cccc(Cl)c1 ?
Pf apPOL block: 4

What do the screens show for `CCC1(C)CC(CC(=O)O)(c2ccc(C)cc2)CCO1` (stereo not drawn)?
mHTT CaM bind: 0; Pf apPOL block: -4

How did COCCC1CCN(C(=O)CN(C)C(=O)c2ccccn2)CC1 do in these assays?
mHTT CaM bind: -10; Pf apPOL block: -7

How did CCC(C)NC(=O)CCN1C(=O)c2ccccc2C1=O (stereo not drawn) do in these assays?
mHTT CaM bind: -2; Pf apPOL block: -3

What do the screens show for `COc1cccc(-c2nc(C3CCN(C(=O)Cc4cccc(F)c4)CC3)no2)c1`?
mHTT CaM bind: 3; Pf apPOL block: 4

What do the screens show for `CC(=O)Oc1ccc2c(-c3cc4ccccc4oc3=O)cc(=O)oc2c1`?
mHTT CaM bind: 3; Pf apPOL block: -4

How did CC(=O)OCC1OC(OC(C)=O)C(N2C(=O)c3ccccc3C2=O)C(OC(C)=O)C1OC(C)=O (stereo not drawn) do in these assays?
Pf apPOL block: -4

What do the screens show for `Cc1ccc2nc(C(=O)NCc3cccc(F)c3)cn2c1`?
mHTT CaM bind: -6; Pf apPOL block: -1

How did Cc1ccc(-n2nc3c(c2NC(=O)c2cccc([N+](=O)[O-])c2)CSC3)c(C)c1 do in these assays?
mHTT CaM bind: 0; Pf apPOL block: -5

How did COc1ccc(-c2csc(/C(C#N)=C/c3ccccc3Cl)n2)cc1 do in these assays?
mHTT CaM bind: -55; Pf apPOL block: 0

How did CC(C)COC(=O)c1cn(C2CCCCC2)c2ccccc2c1=O do in these assays?
Pf apPOL block: -3&-8

How did COc1cccc(C=C2Oc3c(ccc4c3CN(Cc3cc(OC)c(OC)c(OC)c3)CO4)C2=O)c1 do in these assays?
mHTT CaM bind: 56*; Pf apPOL block: -16

Results for Cc1ccc(-n2nc3c(c2NC(=O)c2ccc(Br)o2)CSC3)c(C)c1 ?
mHTT CaM bind: 34; Pf apPOL block: 4

How did Cc1c(C(=O)N2CCN(c3ccc(C(F)(F)F)cc3[N+](=O)[O-])CC2)oc2ccccc12 do in these assays?
mHTT CaM bind: 10; Pf apPOL block: -2

How did Cn1c(=O)c2c(nc3n(CCCO)c(-c4ccc(Cl)cc4)cn23)n(C)c1=O do in these assays?
mHTT CaM bind: 5; Pf apPOL block: 0

How did COc1ccc2c(c1)C(CC(C)=O)N(c1ccc(-c3cnc(OC)nc3)cc1)C(c1ccsc1)=C2 (stereo not drawn) do in these assays?
mHTT CaM bind: 2; Pf apPOL block: -4

Results for COc1ccc(C=NS(=O)(=O)c2ccc(C)cc2)c(OC)c1 ?
mHTT CaM bind: 1; Pf apPOL block: 0

How did CCOC(=O)N1CCN(C(=O)c2csc(Nc3cccc(C)n3)n2)CC1 do in these assays?
mHTT CaM bind: -2; Pf apPOL block: -11

How did COCc1[nH]nc2c1C(c1cc(OC)c(OC)c(OC)c1)C(C#N)=C(N)O2 (stereo not drawn) do in these assays?
mHTT CaM bind: 1; Pf apPOL block: -3

What do the screens show for `COc1ccc(CCNC(=O)CC2Sc3ccc(C(F)(F)F)cc3NC2=O)cc1OC` (stereo not drawn)?
mHTT CaM bind: 6; Pf apPOL block: -3

How did CN(CCNC(=O)Cn1c(=O)oc2ccccc21)Cc1ccccc1 do in these assays?
mHTT CaM bind: -8; Pf apPOL block: 3

How did CN1CCOc2cc(C=C3C(=O)Nc4ccccc43)ccc21 do in these assays?
Pf apPOL block: -10

Results for COc1ccc(CC(=O)NCCCc2ccccc2)cc1OC ?
mHTT CaM bind: 1; Pf apPOL block: -1

Results for CC1(C)CC(C(CC#N)c2ccccc2)CCO1 (stereo not drawn) ?
mHTT CaM bind: -11; Pf apPOL block: 2

What do the screens show for `Cc1sc(NC(=O)Cc2ccc([N+](=O)[O-])cc2)nc1-c1ccccc1`?
mHTT CaM bind: 13; Pf apPOL block: 5

What do the screens show for `COc1cccc(-c2nc3cc(N)ccc3o2)c1`?
mHTT CaM bind: 0; Pf apPOL block: -2

What do the screens show for `CCOc1ccc(N(C)C(=O)C2C3CC4OC(=O)C2C4C3)cc1` (stereo not drawn)?
mHTT CaM bind: 7; Pf apPOL block: -6

What do the screens show for `CCOc1cccc(OCCOCCN2CCN(C)CC2)c1`?
mHTT CaM bind: 10; Pf apPOL block: -34

Results for O=C(Nc1ccc(F)cc1Cl)C1Oc2ccccc2NC1=O (stereo not drawn) ?
mHTT CaM bind: 1; Pf apPOL block: -2

Results for CC1(C)CC(NC(=O)c2ccc(F)cc2)CC(C)(C)N1 ?
mHTT CaM bind: 3; Pf apPOL block: 2

What do the screens show for `COc1ccc(NC(=O)COc2ccc(Br)cc2Br)c(OC)c1`?
mHTT CaM bind: 5; Pf apPOL block: -2

What do the screens show for `O=C1N=c2ccc(Br)cc2=C1c1[nH]c(=O)[nH]c1O`?
mHTT CaM bind: 5; Pf apPOL block: -6

How did COc1cccc(OCCOc2ccc(/C=C3\C(=O)NN(c4ccccc4)C3=O)cc2)c1 do in these assays?
mHTT CaM bind: 6; Pf apPOL block: 3

How did COc1cc(OC)cc(C2SC(N)=C(C#N)C(N)=C2C#N)c1 (stereo not drawn) do in these assays?
mHTT CaM bind: 7

How did Cc1ccc2nc(NC(=O)c3ccc(Cl)cc3[N+](=O)[O-])sc2c1 do in these assays?
mHTT CaM bind: 12; Pf apPOL block: 0

How did CCOC(=O)COc1ccc2c(c1)OC(=Cc1ccc(Cl)c(Cl)c1)C2=O do in these assays?
mHTT CaM bind: 0; Pf apPOL block: 5

Results for CC(C)NC(=O)C1CCN(c2nc3ccc(-c4ccccc4)nc3s2)CC1 ?
mHTT CaM bind: 16; Pf apPOL block: -3

Results for C/C(=C\c1ccccc1)CN1CCN(c2ccccc2F)CC1 ?
mHTT CaM bind: -34; Pf apPOL block: -7

How did Cc1cc(C)c(OCCN2CCOCC2)c(C)c1 do in these assays?
mHTT CaM bind: -3; Pf apPOL block: 6

How did COc1ccc(/C=C2/C(=O)N(c3cccc(Cl)c3)N=C2C)cc1[N+](=O)[O-] do in these assays?
mHTT CaM bind: 18; Pf apPOL block: 0

How did CSc1nc(N)c(C#N)n1Cc1ccco1 do in these assays?
Pf apPOL block: -4

What do the screens show for `O=C1CCCC2=C1C(c1ccccc1Cl)n1nc(-c3cccc(O)c3)nc1N2` (stereo not drawn)?
mHTT CaM bind: -2; Pf apPOL block: 1

How did O=C(NCC(O)c1ccoc1)C(=O)NC1CCCC1 (stereo not drawn) do in these assays?
mHTT CaM bind: -2; Pf apPOL block: -3

How did CCOC(=O)C(N=Nc1ccccc1)=C(C)O do in these assays?
Pf apPOL block: -8

What do the screens show for `Nc1ccc(-c2nc3ccccc3[nH]2)cc1`?
mHTT CaM bind: 3; Pf apPOL block: -8

How did CN(CC(=O)N1N=C(c2cccs2)CC1c1ccc(F)cc1)C(=O)C1CCCC1 (stereo not drawn) do in these assays?
mHTT CaM bind: 17; Pf apPOL block: 0

How did O=C1/C(=C/c2ccc3c(c2)OCO3)N=C(c2ccc(Br)cc2)N1c1ccccc1 do in these assays?
mHTT CaM bind: -3; Pf apPOL block: -3

What do the screens show for `COc1ccccc1N=c1oc2ccc(Br)cc2cc1C(N)=O`?
mHTT CaM bind: 13; Pf apPOL block: -2

How did COc1cc(-c2nnc(NC(=O)c3cccc(C(F)(F)F)c3)o2)cc(OC)c1OC do in these assays?
mHTT CaM bind: -4; Pf apPOL block: 5

How did N#C/C(=C\c1ccc(I)o1)c1nc2ccccc2[nH]1 do in these assays?
mHTT CaM bind: -3; Pf apPOL block: 2

Results for COc1ccc2nc(C(=O)NCc3ccc(Cl)cc3)cn2n1 ?
mHTT CaM bind: -2; Pf apPOL block: -3

How did O=C(CN1CCC2(CC1)N=C(c1ccc(Cl)cc1)C(=O)N2)Nc1ccc2c(c1)OCO2 do in these assays?
mHTT CaM bind: 12; Pf apPOL block: 8

Results for Cc1ccc(F)cc1NC(=O)Cc1nnc(-c2ccc3ncccc3c2)o1 ?
mHTT CaM bind: 2; Pf apPOL block: 1

Results for Cc1ccc(C(=O)N2CCc3c(c(-c4nc(-c5cccc(F)c5)no4)nn3C)C2)c(C)c1 ?
mHTT CaM bind: 0; Pf apPOL block: -3

What do the screens show for `CCc1nnc(NC(=O)CSc2nc3c(c(=O)n2Cc2ccccc2)SC(C)C3)s1` (stereo not drawn)?
mHTT CaM bind: -2; Pf apPOL block: 7

How did COc1ccc(C2C(C#N)=C(N)Oc3n[nH]c(-c4ccc5c(c4)OCO5)c32)c(OC)c1 (stereo not drawn) do in these assays?
mHTT CaM bind: 47; Pf apPOL block: -4

How did CCCCSCCCNC(=O)CCCN1C(=O)CCn2nc(C)cc21 do in these assays?
mHTT CaM bind: -2; Pf apPOL block: -2

How did COc1ccccc1C(=O)N1CCC(c2nc(CCNC(C)=O)cs2)CC1 do in these assays?
mHTT CaM bind: 0; Pf apPOL block: -3

What do the screens show for `Cc1cccc(N2C(=O)CSC2c2cc3c(cc2Br)OCO3)c1` (stereo not drawn)?
mHTT CaM bind: -2; Pf apPOL block: -1

How did O=C1CCCCC1CCS(=O)(=O)c1ccc(Cl)cc1 (stereo not drawn) do in these assays?
Pf apPOL block: 6&0

Results for COc1ccc(NC(=O)Cc2nnc(NC(=O)Nc3ccc(Cl)c(Cl)c3)s2)cc1 ?
mHTT CaM bind: 9; Pf apPOL block: 4

Results for CCCCn1c(=N)n(CC(=O)c2cccc([N+](=O)[O-])c2)c2ccccc21 ?
mHTT CaM bind: -8; Pf apPOL block: 0

What do the screens show for `O=C(CSc1nnc(-c2ccco2)o1)Nc1nnc(-c2cccs2)s1`?
Pf apPOL block: 13

How did COc1cc(/C=C2/C(=O)N(c3ccc(F)cc3)N=C2C)ccc1OCc1ccc(F)cc1 do in these assays?
mHTT CaM bind: -1; Pf apPOL block: -4

How did Cc1ccc(C(=O)N(C)c2ccccc2)cc1[N+](=O)[O-] do in these assays?
mHTT CaM bind: -2; Pf apPOL block: -5

How did CC(C)CCNC(=O)CCC(=O)N1CCCn2nc(-c3cccn3C)cc21 do in these assays?
mHTT CaM bind: 19; Pf apPOL block: -3

What do the screens show for `COc1ccc(NC(=O)c2ccc([N+](=O)[O-])cc2Cl)c(OC)c1`?
mHTT CaM bind: 2; Pf apPOL block: -3

How did CCCCC(=O)N1CCC(c2ccn3ncc(C(=O)N4CCCCC4)c3c2)CC1 do in these assays?
mHTT CaM bind: 0; Pf apPOL block: -5

How did Cc1ccc(CNC(=O)C2CCCN(c3nnc4ccccn34)C2)cc1C (stereo not drawn) do in these assays?
mHTT CaM bind: 7; Pf apPOL block: -9

Results for CCC(C)C(N)c1nc(-c2ccc3c(c2)OCO3)no1 (stereo not drawn) ?
mHTT CaM bind: -8; Pf apPOL block: -5

What do the screens show for `O=C(Nc1ccc(C(F)(F)F)cc1)N1CCC(C(F)(F)F)CC1`?
Pf apPOL block: -23

Results for Cc1ccc(C2CC(C(F)(F)F)n3nc(C(=O)NCc4cccnc4)cc3N2)cc1 (stereo not drawn) ?
mHTT CaM bind: 14; Pf apPOL block: 4

Results for COc1ccccc1NC(=O)Nc1nnc(CSCc2ccccc2)s1 ?
mHTT CaM bind: -6; Pf apPOL block: -5

From PubChem
